From PubChem BioAssay
D3 ag = qHTS of D3 Dopamine Receptor Agonist: qHTS. D(3) dopamine receptor (Homo sapiens), P35462. D3R DiscoveRx beta-arrestin cells, luminescence, 90 min. max activation, %. 410,000 tested, 0.58% active; in the data active = max activation above about 30%; note: 0% is about no effect; mostly tested at two doses, the higher about 12 µM
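Agonist-mode cell screen: cells plated at 1500/well and incubated overnight at 37 °C, then exposed to library compounds for 90 min at 37 °C. Detection reagent was added for 30–60 min at room temperature, and luminescence was read.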
GLP-1R inv ag = qHTS of GLP-1 Receptor Inverse Agonists (Inhibition Mode) | Glucagon-like peptide 1 receptor (Homo sapiens), P43220 | 410,000 tested, 1.6% active | AID 624417, 2012 | HEK293 GLP-1R CRE-luciferase, luminescence, 24 h; GLP-1R form is constitutively active | Potency, µM (highest dose often 38.3 µM), without a hit: at the top dose activity change, negative = inhibition, usual class: inhibitors; note: potency is the fitted concentration of half-maximal effect; % is set by controls: 0 for no effect and ±100 for the full control effect; nearly all actives have a fitted effect of over 55% in size
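Using stably transfected HEK293 (constitutively active GLP-1R, cAMP-luciferase reporter), compounds were incubated 24 hr and luciferase measured by luminescence.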
WRN inhibitor = qHTS for Inhibitors of WRN Helicase | Bifunctional 3'-5' exonuclease/ATP-dependent helicase WRN (Homo sapiens), Q14191 | WRN helicase unwinding, fluorescent forked duplex, kinetic | Potency, µM (series often up to 114 µM), without a hit: at the highest dose activity change, negative = inhibition, hits mostly inhibitors | 360,000 tested, 0.46% active; note: potency is the fitted concentration of half-maximal effect; % is set by controls: 0 for no effect and ±100 for the full control effect; nearly all actives have a fitted effect of over 55% in size
Target sequence (Q14191 whole entry, looked up): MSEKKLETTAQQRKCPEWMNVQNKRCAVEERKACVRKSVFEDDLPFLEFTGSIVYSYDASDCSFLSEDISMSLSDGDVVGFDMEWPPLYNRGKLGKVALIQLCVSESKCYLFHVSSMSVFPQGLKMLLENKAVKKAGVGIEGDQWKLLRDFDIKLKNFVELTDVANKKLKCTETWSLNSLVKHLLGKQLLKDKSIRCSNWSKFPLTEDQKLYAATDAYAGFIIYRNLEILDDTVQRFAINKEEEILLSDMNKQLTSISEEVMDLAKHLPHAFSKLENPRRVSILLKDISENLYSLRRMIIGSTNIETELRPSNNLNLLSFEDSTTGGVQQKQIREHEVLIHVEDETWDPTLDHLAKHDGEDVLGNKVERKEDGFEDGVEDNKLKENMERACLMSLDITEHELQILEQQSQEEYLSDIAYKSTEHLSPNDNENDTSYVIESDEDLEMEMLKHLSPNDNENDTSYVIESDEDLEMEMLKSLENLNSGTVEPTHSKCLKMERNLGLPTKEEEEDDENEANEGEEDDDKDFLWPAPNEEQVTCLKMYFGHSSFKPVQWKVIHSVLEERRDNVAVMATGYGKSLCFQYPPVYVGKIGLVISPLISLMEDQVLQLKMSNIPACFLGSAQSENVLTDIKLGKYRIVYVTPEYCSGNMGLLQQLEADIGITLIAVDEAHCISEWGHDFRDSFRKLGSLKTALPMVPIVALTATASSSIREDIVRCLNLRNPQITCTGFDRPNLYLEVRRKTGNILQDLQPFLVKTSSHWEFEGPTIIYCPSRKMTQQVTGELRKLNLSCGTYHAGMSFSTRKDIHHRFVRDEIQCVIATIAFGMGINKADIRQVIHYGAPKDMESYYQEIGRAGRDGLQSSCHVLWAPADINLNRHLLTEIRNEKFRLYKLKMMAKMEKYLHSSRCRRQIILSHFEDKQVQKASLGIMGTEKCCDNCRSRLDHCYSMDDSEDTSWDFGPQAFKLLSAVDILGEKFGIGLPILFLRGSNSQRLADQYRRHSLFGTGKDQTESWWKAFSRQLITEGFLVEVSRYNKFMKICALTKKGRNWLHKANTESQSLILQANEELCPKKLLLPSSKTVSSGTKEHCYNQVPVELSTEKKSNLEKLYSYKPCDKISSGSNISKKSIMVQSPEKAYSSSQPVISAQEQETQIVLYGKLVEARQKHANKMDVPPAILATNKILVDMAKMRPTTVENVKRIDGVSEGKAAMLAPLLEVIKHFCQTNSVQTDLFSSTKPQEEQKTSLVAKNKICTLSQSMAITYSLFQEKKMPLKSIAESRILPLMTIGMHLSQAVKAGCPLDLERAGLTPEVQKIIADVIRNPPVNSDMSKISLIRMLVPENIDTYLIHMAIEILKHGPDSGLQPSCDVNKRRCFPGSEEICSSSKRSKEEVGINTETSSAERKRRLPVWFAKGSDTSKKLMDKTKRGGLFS
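Enzyme (20 nM final) and test compound sit together 15 min at room temperature before substrate addition. Substrate is a single-forked duplex oligonucleotide (100 nM) labelled with fluorophore and quencher, with 2 mM ATP; helicase unwinding raises red fluorescence, read kinetically.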
PLK1 PBD inh = qHTS for Inhibitors of PLK1-PDB (polo-like kinase 1 - polo-box domain): Primary Screen. Serine/threonine-protein kinase PLK1 (Homo sapiens), P53350. Plk1 PBD binding of FITC phosphopeptide, fluorescence polarization. Potency, µM, inactives show max response, negative = inhibition, actives largely listed as inhibitors. 360,000 tested, 2.8% active; note: potency is the fitted concentration of half-maximal effect; series mostly up to about 57 µM; % is set by controls: 0 for no effect and ±100 for the full control effect; nearly all actives have a fitted effect of over 65% in size
PI5P4Ka inh = qHTS for Inhibitors of phosphatidylinositol 5-phosphate 4-kinase (PI5P4K). PI5P4Kalpha enzyme, ADP-Glo luminescence, 60 min; hits give low values. 330,000 tested, 1.2% active. Phosphatidylinositol 5-phosphate 4-kinase type-2 alpha (Homo sapiens), P48426. max response, %; active = max response of -50% or lower; inconclusive = between -30% and -50%; inactive = -30% or higher; note: value at the top dose of about 77 µM; % is set by controls: 0 for no effect and ±100 for the full control effect
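Compounds were pin-transferred onto PI5P4Kalpha and substrate in HEPES pH 7.4 buffer with EGTA, CHAPS and 5% DMSO. ATP (5 microM final) started the reaction, which ran 60 minutes at room temperature before ADP-Glo detection.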
GLP1R cytotox = qHTS of GLP-1 Receptor Inverse Agonists: Cytotox Screen. Potency, µM (highest dose often 38.3 µM), for inactives: at the top dose activity change, negative = inhibition, actives largely listed as inhibitors. AID 624418, 2012. 410,000 tested, 0.13% active. HEK293 cAMP-luciferase reporter cells, luminescence, 24 h;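 note: loss of luciferase light is scored as toxicity; potency is the fitted concentration of half-maximal effect; % is set by controls: 0 for no effect and ±100 for the full control effect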
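Luminescence readout: signal drop marks cytotoxicity. Plated cells grew 12 h at 37 °C, 5% CO2, received 23 nL compound for 24 h, then got luciferase reagent, read after 12 min at RT.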
GLP1R ag = qHTS of GLP-1 Receptor Agonists. 380,000 tested, 0.007% active. Potency, µM (top dose mostly 45.6 µM), for inactives: top-dose activation, most hits filed as activators. HEK293 GLP-1R CRE-luciferase, luminescence, 4-6 h; cells express a hypersensitive GLP-1R form; note: potency is the fitted concentration of half-maximal effect; % of control where 0% means no effect
IL-2 act = qHTS of IL-2 Activators; AID 652025, 2013; 360,000 tested, 0.065% active; IL-2 activation reporter assay, cell-based qHTS; stimulated with anti-CD3/CD4/CD28 beads; in transgenic mouse T cells; activation, % (series mostly up to about 46 µM); in the data active = activation above about 50%; inconclusive = mostly about 30% to 49%; note: 0% is about no effect
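EGFP and DsRed fluorescence is measured by plate cytometry in unstimulated transgenic mouse T cells exposed to compound for 60 minutes, then stimulated 18 hours at 37 degrees C with anti-CD3/anti-CD4 beads plus anti-CD28.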
D3 antag = qHTS of D3 Dopamine Receptor Antagonist: qHTS; AID 652054, 2013; max response, negative = inhibition, %; 360,000 tested, 2.5% active; D3R cells, DiscoveRx beta-arrestin luminescence, antagonist mode; hits give low values; in the data active = max response below about -50%; inconclusive = no clear call, values can overlap the other calls; note: % is set by controls: 0 for no effect and ±100 for the full control effect; mostly tested at two doses, the higher about 12 µM
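Cells expressing the human receptor were seeded at 1500 cells/well, incubated overnight at 37 degrees C in 5% CO2, then exposed to library compounds with dopamine controls for 90 minutes at 37 degrees C before luminescent detection.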
An asterisk follows results filed as active; u = inconclusive; x = no result given; [ ] = remark or other dose. Unless noted, calls come from the whole dose curve; as a rule, active = well fitted curve in the direction sought with a large enough effect; inconclusive = small, poorly fitted or top-dose-only effect, or another doubt; inactive = no such curve, though single readings can be large; an effect the other way counts as inactive or inconclusive. Hits appear at their usual frequency; about 7.8% have a hit in one of these screens.

SMILES	D3 ag	GLP-1R inv ag	WRN inhibitor	PLK1 PBD inh	PI5P4Ka inh	GLP1R cytotox	GLP1R ag	IL-2 act	D3 antag
CC(C)=C1C2CCC1C(C(=O)NCc1ccccc1)C2C(=O)O (centres undefined)	-1	0%	1%	-2%	x	-12%	1%	2.3	21
O=C1NC[C@@H](CCCCN2C[C@H](Cc3ccc(O)cc3)N(CCc3ccccc3)C(=O)C2=O)N(CCC2CCCCC2)C1=O	0	44%[activator]	-8%	-2%	0	-8%	17%	-0.1	33
Cc1cc(C[n+]2cc(Br)ccc2N)c2ncccc2c1	-7	-19%	10%	-10%	0	u	6%	-0.6	-10
COc1ccc(-c2nc(CS(=O)(=O)CC(=O)NC3CCC(C)CC3)c(C)o2)cc1 (centres undefined)	-3	-5%	-14%	-10%	24	-1%	0%	-3.4	7
CSc1nc2nc3c(c(=O)n2[nH]1)CCC3	3	-1%	1%	-1%	-6	-5%	-3%	2.6	6
O=C(Cn1cc(C(F)(F)F)ccc1=O)N1CCc2ccccc21	-3	6%	3%	-7%	2	-11%	-3%	0.0	-13
Cc1cc(C)c2cccc(N)c2n1	-6	u	10%	2%	4	u	4%	-0.5	15
FC(F)(F)c1nnc2sc(-c3ccncc3)nn12	0	-2%	3%	-1%	2	5%	-9%	-1.9	18
CCOC(=O)N1CCc2c(sc3nc[nH]c(=O)c23)C1	11	19%	-4%	10%	-8	-3%	9%	-1.4	-18
COc1ccc(-n2nc(C(=O)Nc3ccc(OC)c(OC)c3)c3c4ccccc4n(C)c3c2=O)cc1	3	14%	-21%[11.6 µM]	-1%	-2	0%	-5%	-1.6	-2
O=C(Nc1ccccc1)c1cccc(N2C(=O)C3C4CC(C(Br)C4Br)C3C2=O)c1 (centres undefined)	11	-27%	-20%	-6%	-5	-3%	-20%	-2.9	2
CC(CC(=O)O)CC(=O)N1CCN(S(=O)(=O)c2cccs2)CC1 (centres undefined)	1	9%	-13%	-14%	-3	-18%	-4%	-3.4	5
CCn1c(O)c(N=NC(=O)c2cccc(S(=O)(=O)N3CCCCC3)c2)c2ccccc21	7	8%	-1%	3%	-7	2%	0%	-3.1	6
Cn1c(-c2ccc(F)cc2)cnc1SCC(=O)N1CCCCC1	-5	u	-3%	-4%	7	-14%	-12%	-0.7	-8
O=C(NC1CCCC1)C(c1ccc(F)cc1)N(C(=O)c1csnn1)c1ccccc1 (centres undefined)	-6	-4%	8%	0%	15	-2%	3%	-0.1	4
COc1ccc(NS(=O)(=O)c2cccc(C(=O)N/N=C/c3ccc(O)cc3)c2)cc1	0	20%	u	-5%	3	11%	-1%	-0.7	-3
CC(C)CN1C(=O)CN(S(C)(=O)=O)CC1(C)C(=O)NC(C)C (centres undefined)	-4	25%	0%	5%	-3	3%	x	-0.1	16
Cn1ncc(Cl)c1C(=O)NC1CCCC1	0	-21%	4%	-6%	5	3%	0%	-0.9	1
COc1cc(C(C)=O)ccc1OCC(O)CNCC1(N2CCCCC2)CCCCC1 (centres undefined)	0	1%	2%	-6%	-1	-20%	1%	2.5	-25
Cc1ccc(S(=O)(=O)N2CCC(C(=O)OCC(=O)N(C)CC(=O)Nc3ccc(F)cc3)CC2)cc1C	5	-30%	-3%	-2%	2	-4%	3%	-0.4	-8

Reformatted field by field: entries from further up
CSc1nc2nc3c(c(=O)n2[nH]1)CCC3
  D3 ag: 3
  GLP-1R inv ag: -1%
  WRN inhibitor: 1%
  PLK1 PBD inh: -1%
  PI5P4Ka inh: -6
  GLP1R cytotox: -5%
  GLP1R ag: -3%
  IL-2 act: 2.6
  D3 antag: 6
Cn1ncc(Cl)c1C(=O)NC1CCCC1
  D3 ag: 0
  GLP-1R inv ag: -21%
  WRN inhibitor: 4%
  PLK1 PBD inh: -6%
  PI5P4Ka inh: 5
  GLP1R cytotox: 3%
  GLP1R ag: 0%
  IL-2 act: -0.9
  D3 antag: 1
CC(C)CN1C(=O)CN(S(C)(=O)=O)CC1(C)C(=O)NC(C)C (centres undefined)
  D3 ag: -4
  GLP-1R inv ag: 25%
  WRN inhibitor: 0%
  PLK1 PBD inh: 5%
  PI5P4Ka inh: -3
  GLP1R cytotox: 3%
  GLP1R ag: x
  IL-2 act: -0.1
  D3 antag: 16

(list continues)
SMILES	D3 ag	GLP-1R inv ag	WRN inhibitor	PLK1 PBD inh	PI5P4Ka inh	GLP1R cytotox	GLP1R ag	IL-2 act	D3 antag
Cc1ccc(S(=O)(=O)N2CCCC2C(=O)Oc2ccccc2)cc1 (centres undefined)	5	5%	2%	0%	-3	11%	-3%	0.4	22
O=C(O)CCC(=O)/C=C/c1ccccc1	5	35%[activator]	0%	-7%	-1	2%	9%	-0.4	0
N#CCNc1ccc([N+](=O)[O-])cc1C#N	-3	71%[activator]	4%	-1%	-12	-19%	5%	-0.5	-9
Cc1ccccc1NC(=O)Cc1nc(COC(=O)CC(C)c2ccccc2)cs1 (centres undefined)	2	u	-15%	-1%	7	-2%	4%	0.2	18
CCCN(C(=O)CSc1nnnn1C)c1c(N)n(Cc2ccccc2)c(=O)[nH]c1=O	-2	3%	-6%	2%	-2	0%	-1%	-0.2	18
Cc1ccc(-c2c[n+](CC(=O)c3cccs3)c3n2CCC3)cc1	-18	u	4%	-11%	8	-9%	0%	-0.1	-21
NC(=O)c1ccsc1NC(=O)CS(=O)(=O)c1ccc(F)cc1	5	5%	-5%	-5%	-5	1%	-9%	-0.7	5
N#CCNC(=O)C1c2ccccc2Oc2ccccc21	-7	2%	-1%	4%	0	-8%	0%	0.2	-14
CCCNC(=O)Nc1ccc(F)c(Cl)c1	3	6%	-10%	-10%	10	12%	10%	-0.1	1
CCOc1ccc(CCNC(=O)c2cc3c(=O)n(C)c4ccccc4c3n2C)cc1OCC	4	8%	x	x	x	0%	2%	x	x
O=C(Nc1cccc(Cl)c1)Nc1ccccc1C(=O)NCc1ccco1	-6	u	-27%	-11%	-7	-15%	0%	0.1	19
CCOC(=O)c1c(C)[nH]c(C(=O)COC(=O)C(C)Oc2ccc(Cl)cc2Cl)c1C (centres undefined)	2	0%	-7%	1%	25	1%	0%	-0.3	-16
O=C(NC(=S)Nc1cc(S(=O)(=O)N2CCOCC2)ccc1O)c1ccco1	-10	-5%	-6%	12µM*	-8	-4%	-3%	-1.3	-8
COc1ccc(C(=O)NNC(=S)NC(=O)c2cc(-c3ccccc3)nc3ccccc23)cc1	-9	15%	-12%	u	u	0%	1%	2.1	-8
CCOC(=O)c1c2n(c3ccc(O)cc13)CCC2	-1	38%[activator]	4%	u	-1	-2%	3%	0.2	4
COC(=O)[C@]1(Cc2ccccc2)N[C@H](c2ccc(-c3cccc(Cl)c3)c(OC)c2)[C@@H]2C(=O)N(C)C(=O)[C@@H]21	-1	3.2µM*	-5%[11.6 µM]	-16%	-3	-5%	4%	-1.4	-23
COc1ccc(NC(=O)c2cccnc2C(=O)O)c(OC)c1	-8	1%	2%	-5%	x	-5%	-7%	-0.3	u
CC(SCc1ccccc1)C(=O)NN=C1CCN(C)CC1 (centres undefined)	-15	18%	-1%[57.1 µM]	-11%	x	29%	0%	-1.2	-29
O=C(O)CN1C(=O)c2ccc(Oc3cccc4c3C(=O)N(CC(=O)O)C4=O)cc2C1=O	4	2%	-7%[57.1 µM]	-3%	x	10%	-15%	2.0	-5
Cc1ccc(-c2nn(-c3ccccc3)cc2NC(=O)CCl)cc1	2	u	-19%	0%	12	u	-4%	-3.1	-4
COC(=O)c1cccc(Oc2cccc(C(F)(F)F)c2)n1	0	8%	5%	-14%	-2	-5%	9%	0.6	-12
C/C(=N/OC(=O)c1ccc(Br)cc1)c1ccc(C)cc1	3	10%	4%	u	-2	-1%	-9%	-1.0	1
COC(=O)[C@]12CCCCC=C1N(Cc1ccccc1)C(=O)[C@H](CC(=O)NCCCN1CCCC1=O)C2	6	20%	4%	-3%	0	4%	8%	-0.2	4
Cc1cccc(NC(=O)CCCn2cc([N+](=O)[O-])cn2)n1	3	5%	-1%	-7%	0	-7%	14%	-3.0	-1
COc1cc(OC)c2c(-c3cccc(-c4ccc(C#N)cc4)c3)cc(=O)oc2c1	-16	-14%	6%	-9%	-1	-11%	13%	-0.4	-26
O=C(COC(=O)C1CCN(S(=O)(=O)c2ccc3c(c2)OCCO3)CC1)Nc1cccc2ccccc12	-4	0%	0%	-2%	-4	-23%	9%	-1.7	-4
CCCNC(=O)c1cc(C2CCCCN2C(=O)c2ccc(C#N)cc2)on1 (centres undefined)	2	10%	-10%	-6%	-2	2%	4%	0.5	2
Cc1cc(NC(=O)C(C)SCC(=O)Nc2ccc(C(=O)OC(C)C)cc2)no1 (centres undefined)	1	12%	5%	3%	-2	-18%	-2%	-1.8	29
Clc1cccc(N/N=C(\Cc2nc3ccccc3[nH]2)c2ccccc2)c1	1	u	-8%	-11%	7	-16%	-7%	-3.2	3
CC(C)Cn1c(/C=C/c2ccco2)nc2ccccc21	-1	u	3%	-20%	u	-4%	0%	-0.5	-28
CCOCCn1cnc2sc(C(=O)NCCCN3CCOCC3)c(C)c2c1=O	0	21%	-1%	-4%	3	3%	-2%	-5.2	5
O=C(O)C1CCN(S(=O)(=O)c2cccc3nonc23)CC1	0	-2%	5%[57.1 µM]	-1%	-7	2%	-1%	-1.3	-7
COc1ccc(C2=NN(c3nc4ccccc4s3)C(=O)/C2=C\N(C)C)cc1	1	18%	1%	-8%	-16	17%	-1%	-0.1	21
O=C1C(Cc2ccc(O)cc2)NC(=S)N1C1CCCCC1 (centres undefined)	-6	u	-6%	-16%	0	-1%	3%	0.0	1
Cc1ccc(NC(=O)c2cnccn2)cc1C	0	-11%	-3%	-7%	-3	1%	12%	-0.9	-5
CC(C)c1nc(=S)n(-c2ccccc2)[nH]1	-2	2%	10%	-12%	3	-9%	2%	-0.3	-18
